RGS4 inh: Inhibitors of Regulator of G Protein Signaling (RGS) 4: qHTS; Regulator of G-protein signaling 4 (Homo sapiens), P49798; Potency, µM (highest dose often 114 µM), for the others: top-dose activity change, negative = inhibition, actives largely listed as inhibitors; Transcreener GDP fluorescence polarization, RGS4-accelerated GTP hydrolysis; hit rate 0.039% among 390,000; note: % is set by controls: 0 for no effect and ±100 for the full control effect; nearly all actives have a fitted effect of over 75% in size; some results filed as inactive show a strong effect at the top dose
Target sequence (P49798 whole entry, looked up): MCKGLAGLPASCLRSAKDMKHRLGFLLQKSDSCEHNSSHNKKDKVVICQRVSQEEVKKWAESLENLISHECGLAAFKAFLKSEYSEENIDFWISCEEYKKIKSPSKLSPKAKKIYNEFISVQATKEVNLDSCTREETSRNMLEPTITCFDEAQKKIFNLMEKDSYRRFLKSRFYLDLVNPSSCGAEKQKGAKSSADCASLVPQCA
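MLSMR compounds (23 nl, pin-transferred) preincubated 10 min at room temperature with a 500nM (2x) first reagent, then RGS4 at 900nM (2x) plus Transcreener GDP mix added; fluorescence polarization (620/688 nm) read before and after 90 min at 30 °C.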
TrxR1 substrate: qHTS Assay for Substrates of Mammalian Selenoprotein Thioredoxin Reductase 1 (TrxR1): qHTS; Thioredoxin reductase 1, cytoplasmic (Rattus norvegicus), O89049; purified TrxR1 substrate turnover, NADPH consumption readout; Potency, µM (titrated, usually from 114 µM), for the others: at the top dose activity change, negative = substrate turnover; hit rate 0.01% among 390,000; note: % is set by controls: 0 for no effect and ±100 for the full control effect; nearly all actives have a fitted effect of over 50% in size
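Rat TrxR1, dispensed at 90 nM, was prereduced with 400 uM NADPH (final) for 5 min at ~22 deg C, then incubated with compound 15 min before 400 uM selenite. A first-read NADPH fluorescence drop versus no-compound background flagged substrates.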
Vif-APOBEC3F blk: qHTS for Inhibitors of Vif-A3F Interactions: qHTS | hit rate 0.2% among 390,000 | HeLa A3F-eYFP + Vif (tagged APOBEC3F with the HIV-1 protein that degrades it), YFP fluorescence increase | Potency, µM (titrated, usually from 46.1 µM), for the others: at the highest dose activity, negative = active; note: % of control where 0% means no effect; nearly all actives have a fitted effect of over 65% in size
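HeLa cells stably expressing A3F-eYFP plus Vif, plated and incubated overnight at 37 deg C, then exposed to compounds overnight at 37 deg C. Blocked degradation read as raised yellow fluorescence (Ex 488/Em 500-530).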
USP1-UAF1 inh: Inhibitors of USP1/UAF1: Primary Screen | recombinant USP1/UAF1, Ub-Rhodamine cleavage fluorescence | Potency, µM (titrated, usually from 57.1 µM), for inactives: top-dose activity change, negative = inhibition, usual class: inhibitors | hit rate 0.23% among 390,000 | AID 743255, 2014; note: % is set by controls: 0 for no effect and ±100 for the full control effect; nearly all actives have a fitted effect of over 60% in size; inactives centre near -12
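USP1/UAF1 complex (1 nM) preincubated 15 min at room temperature with compound, then Ub-Rho substrate (150 nM final) added. Kinetic fluorescence at 480/540 nm over 6 reads at 60 s intervals; 50 mM HEPES pH 7.8, 0.5 mM EDTA, 0.1 mg/ml BSA, 1 mM TCEP, 0.01% Tween-20.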
mIDH1 inhibitor: qHTS for Inhibitors of mutant isocitrate dehydrogenase 1 (IDH1): qHTS; IDH1-R132H enzyme, NADPH consumption, diaphorase/resazurin fluorescence; hit rate 0.093% among 390,000; Isocitrate dehydrogenase [NADP] cytoplasmic (Homo sapiens), O75874; Potency, µM (titrated, usually from 76.6 µM), without a hit: at the highest dose activity change, negative = inhibition, most hits filed as inhibitors; note: % is set by controls: 0 for no effect and ±100 for the full control effect; nearly all actives have a fitted effect of over 65% in size
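IDH1-R132H (0.5 ug/mL dispensed) in pH 7.5 Tris buffer was preincubated 30 min with compound, then given a substrate mix of 0.016 mM NADPH and 2 mM alpha-KG for 80 min at room temperature; remaining NADPH was read by diaphorase/resazurin fluorescence.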
rTrxR1 inhibitor: qHTS Assay for Inhibitors of Mammalian Selenoprotein Thioredoxin Reductase 1 (TrxR1): qHTS; hit rate 1% among 390,000; recombinant rTrxR1, NADPH fluorescence consumption, selenite substrate; Thioredoxin reductase 1, cytoplasmic (Rattus norvegicus), O89049; Potency, µM (top dose mostly 114 µM), inactives show top-dose activity change, negative = inhibition, hits mostly inhibitors; note: % is set by controls: 0 for no effect and ±100 for the full control effect; nearly all actives have a fitted effect of over 65% in size
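Rat TrxR1 (90 nM in the dispensed reagent) was pre-reduced with 400 uM NADPH for 5 min at room temperature, then incubated with compound for 15 min. After 400 uM selenite was added, NADPH fluorescence (Ex 340/Em 450 nm) was followed for 8 min.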
ALOX12 inh: Primary qHTS assay for inhibitors of human arachidonate 12S-lipoxygenase (ALOX12): Round 2 | hit rate 1.1% among 580,000 | purified 12hLO, xylenol orange hydroperoxide absorbance | Polyunsaturated fatty acid lipoxygenase ALOX12 (Homo sapiens), P18054 | Potency, µM (titrated, usually from 108 µM), inactives show at the top dose activity change, negative = inhibition, actives largely listed as inhibitors; note: % is set by controls: 0 for no effect and ±100 for the full control effect
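Purified human 12hLO (150 nM final) in 25 mM Hepes, 0.01% Triton X-100, pH 7.0 was preincubated 15 min at room temperature with compound. Then 40 uM arachidonic acid was added, 30 min. Hydroperoxide was read by Fe-XO absorbance ratio 573/405 nm.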
Vif-APOBEC3G blk: qHTS for Inhibitors of Vif-A3G Interactions: qHTS | DNA dC->dU-editing enzyme APOBEC-3G (Homo sapiens), Q9HC16 | HeLa A3G-eYFP + Vif (tagged APOBEC3G with the HIV-1 protein that degrades it), YFP fluorescence, overnight | Potency, µM (titrated, usually from 46.1 µM), for inactives: at the highest dose activity, negative = active, most hits filed as inhibitors | hit rate 0.076% among 410,000;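 note: % is set by controls: 0 for no effect and ±100 for the full control effect; nearly all actives have a fitted effect of over 60% in size; hits raise eYFP signal because A3G escapes Vif-driven loss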
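HeLa cells stably expressing Vif and C-terminally eYFP-tagged A3G, seeded overnight at 37 deg C, then exposed to compound by pintool overnight at 37 deg C. Rise in yellow fluorescence (Ex 488/Em 500-530, Acumen) marks blocked Vif-driven A3G degradation.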
RXFP1 ag: qHTS Assay for Agonists of the Relaxin Receptor RXFP1 | HEK293T-RXFP1 cAMP TR-FRET, 30 min; response scale: percent of porcine relaxin response, buffer zero | Potency, µM (doses to about 57.5 µM), without a hit: at the top dose activation, hits mostly activators | hit rate 0.3% among 370,000 | AID 2676, 2010; note: % is set by controls: 0 for no effect and ±100 for the full control effect; nearly all actives have a fitted effect of over 60% in size; many of its hits are not listed in these tables
Target sequence (Q9HBX9 whole entry, looked up): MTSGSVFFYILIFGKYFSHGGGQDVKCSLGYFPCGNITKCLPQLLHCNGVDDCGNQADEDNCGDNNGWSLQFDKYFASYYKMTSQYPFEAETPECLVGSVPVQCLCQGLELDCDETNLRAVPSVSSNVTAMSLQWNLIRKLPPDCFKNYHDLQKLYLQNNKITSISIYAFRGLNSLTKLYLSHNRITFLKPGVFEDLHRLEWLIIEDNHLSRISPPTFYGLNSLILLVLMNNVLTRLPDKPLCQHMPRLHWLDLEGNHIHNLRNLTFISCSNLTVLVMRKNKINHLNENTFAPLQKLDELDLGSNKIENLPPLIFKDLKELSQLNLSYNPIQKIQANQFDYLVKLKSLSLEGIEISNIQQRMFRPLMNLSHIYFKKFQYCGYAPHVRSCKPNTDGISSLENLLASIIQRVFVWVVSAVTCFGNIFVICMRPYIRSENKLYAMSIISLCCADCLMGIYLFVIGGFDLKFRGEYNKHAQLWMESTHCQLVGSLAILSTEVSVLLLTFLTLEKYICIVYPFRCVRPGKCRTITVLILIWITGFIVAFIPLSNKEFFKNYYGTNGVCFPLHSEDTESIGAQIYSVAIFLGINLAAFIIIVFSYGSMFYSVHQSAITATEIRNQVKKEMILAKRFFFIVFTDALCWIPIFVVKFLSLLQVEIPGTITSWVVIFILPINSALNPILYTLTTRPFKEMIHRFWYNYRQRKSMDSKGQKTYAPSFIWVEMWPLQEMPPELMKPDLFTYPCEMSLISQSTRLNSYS
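HEK293T cells stably expressing RXFP1 were pretreated with the PDE4 inhibitor Ro 20174, exposed to compounds for 30 min at 37C, lysed, and cAMP was read by TR-FRET. Data normalized to buffer (basal) and 29 nM porcine relaxin (100%).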
* hit, by the source's call; u = inconclusive; x = not tested or not shown; & = joins results of further samples; [ ] = remark or other dose. Calls come from the whole dose curve; as a rule, active = well fitted curve in the direction sought with a large enough effect; inconclusive = small, poorly fitted or top-dose-only effect, or another doubt; inactive = no such curve, though single readings can be large; an effect the other way counts as inactive or inconclusive. Potency is the fitted concentration of half-maximal effect.

SMILES	ALOX12 inh	Vif-APOBEC3F blk	mIDH1 inhibitor	USP1-UAF1 inh	rTrxR1 inhibitor	Vif-APOBEC3G blk	RGS4 inh	RXFP1 ag	TrxR1 substrate
O=C(NC1CCCCC1)C(c1ccc2ncccc2c1)N(Cc1ccccc1)C(=O)c1cccs1 (stereo not drawn)	-9.6%	-1.4%	-6.4%	-14.0%	23.6%	-2.3%	-14.0%	0.1%	9.9%
Cc1ccc(S(=O)(=O)N(C)c2ccc(OC(=O)c3ccc(=O)[nH]c3)cc2)cc1	0.0%	-16.6%	-4.3%	0.1%	3.3%[57.1 µM]	-5.4%	4.3%	0.2%	-4.2%[57.1 µM]
COc1cc(OCC(=O)NC(C)C)cc2c1C(=O)O[C@@H](C)CCCC(=O)CCCCC2	0.0%	-1.5%	-2.9%	-7.7%	10.9%	-0.2%	22.1%	6.5%	-3.2%
Cc1ccc(N2C(=O)C3C(C2=O)C2C=CC3C23CC3)cc1 (stereo not drawn)	-1.1%	-3.2%	2.7%	-13.3%	-8.0%	6.3%	13.6%	1.0%	-6.1%
COCC(=O)Nc1cc(C)cn(Cc2cccc(C(F)(F)F)c2)c1=O	34.9%	-10.7%	0.7%	-19.1%	16.5%	-1.1%	-3.3%	-1.0%	5.0%
Cc1ccc(-c2nnn(CC(=O)N(CCCO)C(C(=O)NC3CCCC3)c3ccc(F)cc3)n2)o1 (stereo not drawn)	-0.7%	-0.5%	5.1%	-10.7%	10.7%	1.1%	-15.4%	0.0%	-0.3%
CCC(CC)CC1CN2CCc3cc(OC)c(OC)cc3C2CC1(O)CC (stereo not drawn)	-0.9%	1.9%	3.6%	-26.3%	x	-0.1%	x	x	x
Cc1c(C(=O)NCCN2C(=O)S/C(=C\c3cccs3)C2=O)cccc1[N+](=O)[O-]	-1.2%	0.7%	-1.5%	-9.6%	-15.9%	-2.3%	-1.0%	-0.5%	-12.7%
COC(=O)c1c(NC(=O)CSc2ncnc3[nH]ncc23)sc2c1CCC2	-11.3%	u	-0.3%	-14.7%	11.4%[57.1 µM]	1.2%	-15.5%	5.4%	3.5%[57.1 µM]
Cn1c(SCC(=O)Nc2ccc3c(c2)OCCO3)nnc1-c1ccncc1	-8.4%	3.1%	6.7%	-15.0%	-5.0%[57.1 µM]	-1.6%	-15.4%	0.3%	-2.6%[57.1 µM]
C=CCCC(=O)Nc1nc(C)c(-c2csc(Nc3ccc(Cl)cc3)n2)s1	u	2.7%	-16.1%	19.7%	1.9%[57.1 µM]	-15.1%	-26.7%	-1.7%	-2.2%
CC(O)c1ccc(OCCN(C)c2ccccn2)cc1 (stereo not drawn)	0.0%	-6.1%	22.3%	u	12.0%[57.1 µM]	0.7%	-1.2%	5.9%	22.1%[57.1 µM]
N#CCCn1cc(/C=N/NC(N)=S)c(-c2ccc(-c3ccccc3)cc2)n1	u	-6.6%	0.9%	-1.8%	-10.3%	-21.0%	-41.5%	2.1%	-13.6%
CC(Oc1ccc(C#N)cc1)C(=O)Nc1ccc(-n2cnnn2)cc1 (stereo not drawn)	-1.3%	5.0%	2.9%	-17.2%	-2.8%	0.1%	-13.5%	1.3%	-5.9%
Cc1cc(C)c(S(=O)(=O)NCC(c2ccc(N(C)C)cc2)N2CCc3ccccc32)c(C)c1 (stereo not drawn)	u	-2.2%	14.3%	-3.2%	12.6%[57.1 µM]	-1.2%	19.1%	4.3%	1.0%[57.1 µM]
Cc1ccsc1C(=O)Nc1ccc(F)c([N+](=O)[O-])c1	-8.7%	-3.1%	3.0%	-3.1%	-12.1%	-0.4%	5.7%	1.8%	-15.9%
COc1cc(NC(=O)COC(=O)c2cc(S(=O)(=O)N3CCOCC3)ccc2F)cc(OC)c1	-0.7%	-1.6%	1.0%	-0.1%	13.8%	-2.8%	16.8%	x	2.0%
CN(C)C(CNC(=O)CCCN1C(=O)c2cccc3cccc(c23)C1=O)c1ccccc1 (stereo not drawn)	-1.5%	-4.7%	2.7%	-18.0%	25.3%	5.8%	14.1%	4.7%	22.5%
COc1ccc(CNS(=O)(=O)c2cc3c4c(c2)CCN4C(=O)CC3)cc1	-2.9%&-1.7%	3.9%&2.9%	8.7%&6.3%	-15.8%&-7.1%	6.3%	0.9%&2.6%	-5.4%&15.4%	-0.5%&2.7%	-3.2%
Cc1ccc(-n2c(SCC(=O)Nc3cc(C)on3)nc3c(c2=O)SC(C)C3)cc1 (stereo not drawn)	-21.6%	-6.1%	16.6%	-4.8%	32.9%[57.1 µM]	-0.1%	-18.5%	-0.2%	8.0%[57.1 µM]
COc1cccc(CN2CCN(C(=O)c3ccco3)CC2)c1	u	-0.5%	-7.8%	-11.2%	53.3%	-0.4%	8.9%	-0.3%	13.2%
CCc1ccc(S(=O)(=O)c2nnn3c2nc(Nc2ccc(NC(C)=O)cc2)c2sccc23)cc1	u	5.7%	0.5%	-8.3%	21.2%	-8.6%	-35.4%	23.8%	6.8%
Cc1nnc(SCC(=O)NC2CCCc3c2cnn3-c2ccccc2F)o1 (stereo not drawn)	-1.3%	1.3%	17.1%	-2.9%	14.5%[57.1 µM]	3.3%	-6.4%[56.9 µM]	3.1%	2.9%[57.1 µM]
CC(C)NC(=O)CN(C)S(=O)(=O)c1ccc(F)cc1	441.0%[activator]	-2.9%	6.0%	0.3%	17.5%	6.7%	12.5%	-0.2%	3.1%
COc1ccccc1N1CCN(S(=O)(=O)c2c(C)sc3ncn(CC(=O)N(C)c4ccc(Cl)cc4)c(=O)c23)CC1	-17.5%	-1.2%	-11.0%	u	30.2%	-2.3%	-20.1%	-2.5%	2.1%
COCc1nc(-c2cc(OC)c(OC)c(OC)c2)no1	-6.7%	1.5%	-1.5%	-4.9%	-8.5%	-0.5%	21.7%	2.3%	-6.3%
COc1ccccc1N1CCN(C(=O)c2cccs2)CC1	0.0%	-1.6%	-4.8%	-15.6%	-14.9%	4.6%	1.0%	-1.3%	-0.1%
CCc1nnc(NS(=O)(=O)c2ccc(NC(=S)NC(=O)c3ccc(F)cc3)cc2)s1	22.4µM*	10.3%	-12.8%	-17.3%	17.8µM*	1.3%	-29.4%	0.4%	-2.7%
COc1ccc(CN2C(=O)c3cccc4cccc(c34)C2=O)cc1	4.2%	0.7%	5.1%	-14.4%	17.0%	0.5%	6.6%	3.7%	17.0%
O=C(O)c1nn(-c2ccc(Cl)cc2)ccc1=O	-0.5%	-0.1%	2.6%	-18.0%	u	1.7%	-15.1%	-0.4%	-9.0%
O=C(O)c1ccc(Nc2nc(-c3cccnc3)cs2)cc1	0.0%	1.0%	2.4%	-1.3%	-4.9%[57.1 µM]	-1.5%	-3.3%	-0.8%	-9.7%
c1ccc(SCCN2CCN(c3ccccc3)CC2)cc1	12.6µM*	-1.9%	6.6%	-10.5%	20.8%	6.2%	21.9%	1.8%	-3.8%
CCc1c(C2(O)CCCCC2)[nH]c2ncccc12	u	4.1%	-2.4%	-29.9%	9.7%[57.1 µM]	1.4%	-5.7%	0.6%	9.5%[57.1 µM]
CSC[C@H]1CN(c2ccccc2)C(=O)[C@@H]1CC(=O)Nc1ccccc1	2.8%	-2.7%	-4.3%	-26.4%	x	0.2%	x	x	x
O=C(Cc1ccc(F)cc1)NCCc1csc2nc(-c3ccccc3F)nn12	-13.0%	0.6%	-1.6%	-15.8%	15.5%[57.1 µM]	0.7%	-24.8%	4.7%	5.6%[57.1 µM]
CC(C)[C@H](NC(=O)C1CCN(S(=O)(=O)c2ccc(F)cc2)CC1)C(=O)N1CCCC1	6.2%	-3.2%	10.1%	-22.8%	30.2%	0.3%	7.5%	1.2%	3.9%
Cc1[nH][nH]c(=O)c1N=Nc1ccccc1	-14.9%	1.2%	-5.3%	-5.8%	-14.4%	0.5%	-32.4%[56.9 µM]	0.4%	-17.1%
Cc1ccccc1NC(=O)C1CCC(=O)N1 (stereo not drawn)	2.0%	6.6%	8.9%	-14.7%	33.8%	0.9%	-24.3%	1.5%	6.0%
CC[C@H](C)[C@H](NC(N)=O)C(=O)NCCc1ccc(Cl)cc1	-6.6%	-8.2%	1.1%	5.2%	10.6%[57.1 µM]	-0.9%	-7.3%	0.4%	6.8%[57.1 µM]

From PubChem

Not all compounds are listed, so the mix of outcomes need not match the whole.
